NSD2 block = NSD2 (human) methyltransferase inhibition | NSD2-SET H3K36me1 DELFIA fluorescence, biochemical | inhibition, % at 12.5 µM | 0.07% of 44,000 active | AID 624260; in the data active means inhibition above about 54%, passing the limit was not always enough;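 further: inhibitors reduce the monomethyl H3K36 fluorescence signal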
Target sequence (O96028 whole entry, looked up): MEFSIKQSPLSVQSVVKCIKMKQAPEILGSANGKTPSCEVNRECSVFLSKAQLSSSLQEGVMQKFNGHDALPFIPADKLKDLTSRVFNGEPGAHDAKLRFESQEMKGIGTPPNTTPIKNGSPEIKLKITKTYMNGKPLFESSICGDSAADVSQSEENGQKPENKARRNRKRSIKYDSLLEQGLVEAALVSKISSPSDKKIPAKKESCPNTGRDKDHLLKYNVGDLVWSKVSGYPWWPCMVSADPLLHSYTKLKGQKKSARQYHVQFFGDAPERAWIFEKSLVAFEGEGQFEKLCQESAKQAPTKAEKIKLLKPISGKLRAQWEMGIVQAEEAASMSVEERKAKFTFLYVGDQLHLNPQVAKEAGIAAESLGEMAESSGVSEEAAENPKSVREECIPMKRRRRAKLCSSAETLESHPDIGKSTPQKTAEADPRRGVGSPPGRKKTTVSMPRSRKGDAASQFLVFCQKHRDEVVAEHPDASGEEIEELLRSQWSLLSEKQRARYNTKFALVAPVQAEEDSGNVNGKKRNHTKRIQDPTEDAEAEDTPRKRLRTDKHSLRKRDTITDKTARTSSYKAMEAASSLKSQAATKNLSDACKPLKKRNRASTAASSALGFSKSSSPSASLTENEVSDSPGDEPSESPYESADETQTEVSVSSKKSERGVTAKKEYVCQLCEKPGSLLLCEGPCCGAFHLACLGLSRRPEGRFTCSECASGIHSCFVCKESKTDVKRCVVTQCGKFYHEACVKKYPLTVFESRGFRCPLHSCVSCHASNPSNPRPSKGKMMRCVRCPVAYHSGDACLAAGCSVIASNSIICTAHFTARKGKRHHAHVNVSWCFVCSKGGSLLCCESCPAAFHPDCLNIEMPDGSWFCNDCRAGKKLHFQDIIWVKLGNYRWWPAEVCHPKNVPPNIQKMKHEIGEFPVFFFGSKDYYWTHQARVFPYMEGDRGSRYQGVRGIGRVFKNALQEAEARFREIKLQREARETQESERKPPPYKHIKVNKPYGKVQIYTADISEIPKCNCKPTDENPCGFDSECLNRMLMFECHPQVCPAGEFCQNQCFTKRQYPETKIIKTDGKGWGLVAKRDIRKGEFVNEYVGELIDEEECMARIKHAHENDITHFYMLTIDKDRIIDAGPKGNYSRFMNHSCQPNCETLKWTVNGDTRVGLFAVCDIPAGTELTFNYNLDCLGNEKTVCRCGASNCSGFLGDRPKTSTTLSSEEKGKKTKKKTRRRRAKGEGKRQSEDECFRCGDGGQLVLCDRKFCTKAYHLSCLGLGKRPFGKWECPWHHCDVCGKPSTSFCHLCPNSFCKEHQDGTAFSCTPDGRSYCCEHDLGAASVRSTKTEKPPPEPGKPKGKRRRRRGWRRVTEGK
Numbers without * were called inactive; i = inactive. A portion of the library; rates above refer to the full screens.

cpd | SMILES | NSD2 block
1 | C[C@@H]1CN([C@@H](C)CO)C(=O)c2cc(N(C)C)ccc2O[C@@H](C)CCCCO[C@H]1CN(C)C | -2
2 | C[C@@H]1CCCCO[C@@H](CN(C)S(=O)(=O)c2ccc(F)cc2)[C@H](C)CN([C@@H](C)CO)C(=O)c2cc(NC(=O)Nc3ccccc3)ccc2O1 | -19
3 | C[C@@H]1CN([C@H](C)CO)C(=O)c2cc(NC(=O)Nc3cccc4ccccc34)ccc2O[C@@H](C)CCCCO[C@H]1CN(C)Cc1ccc(C(=O)O)cc1 | 20
4 | C[C@@H]1CN([C@H](C)CO)C(=O)Cc2cc(NC(=O)CCCCCC(=O)Nc3ccccc3N)ccc2O[C@@H]1CN(C)C(=O)Nc1ccccc1 | 4
5 | CC(C)NC(=O)N(C)C[C@@H]1Oc2c(NS(=O)(=O)c3ccccc3)cccc2C(=O)N([C@H](C)CO)C[C@H]1C | 0
6 | C[C@@H]1CN([C@H](C)CO)C(=O)c2ccccc2-c2ccccc2CO[C@@H]1CN(C)C(=O)[C@H]1CCCN1C | 18
7 | C[C@H]1CN([C@@H](C)CO)C(=O)Cc2cc(NS(C)(=O)=O)ccc2O[C@H]1CN(C)CC1CC1 | 9
8 | C[C@H](CO)N1C[C@H](C)[C@@H](CN(C)Cc2ccc(Oc3ccccc3)cc2)Oc2ccc(NC(=O)C3CC3)cc2C1=O | -6
9 | CC(C)NC(=O)N(C)C[C@@H]1OCCCC[C@@H](C)Oc2ccc(NC(=O)Nc3ccc4c(c3)OCO4)cc2C(=O)N([C@H](C)CO)C[C@@H]1C | -58
10 | C[C@@H]1CCCCO[C@H](CN(C)C(=O)C2CCCCC2)[C@@H](C)CN([C@@H](C)CO)C(=O)c2cc(NC(=O)CCC(F)(F)F)ccc2O1 | -3
11 | C/C=C/c1ccc2c(c1)O[C@H](CN(C)C(=O)Nc1cccc(F)c1)[C@@H](C)CN([C@H](C)CO)S2(=O)=O | -3
12 | Cc1ccc(S(=O)(=O)N(C)C[C@H]2Oc3c(NC(=O)Nc4c(C)noc4C)cccc3C(=O)N([C@H](C)CO)C[C@H]2C)cc1 | 5
13 | C/C=C/c1ccc2c(c1)O[C@H](CN(C)CC1CCOCC1)[C@@H](C)CN([C@H](C)CO)S2(=O)=O | -9
14 | CC(C)NC(=O)Nc1ccc2c(c1)C(=O)N([C@H](C)CO)C[C@H](C)[C@H](CN(C)S(=O)(=O)c1cccs1)OCCCC[C@@H](C)O2 | 3
15 | C[C@H]1CN([C@@H](C)CO)C(=O)c2cc(NC(=O)Cc3ccccc3)ccc2O[C@H]1CN(C)S(=O)(=O)c1ccc(F)cc1 | 2
16 | Cc1noc(C)c1NC(=O)Nc1ccc2c(c1)C(=O)N([C@H](C)CO)C[C@@H](C)[C@@H](CN(C)C(=O)NC(C)C)OCCCC[C@@H](C)O2 | 2
17 | C[C@H](CO)N1C[C@H](C)[C@@H](CN(C)Cc2ccncc2)Oc2ncc(C#CC3(O)CCCC3)cc2C1=O | 6
18 | CCC(=O)N(C)C[C@@H]1Oc2cc(-c3cccnc3)ccc2S(=O)(=O)N([C@@H](C)CO)C[C@H]1C | 0
19 | Cc1noc(C)c1NC(=O)Nc1ccc2c(c1)C(=O)N([C@H](C)CO)C[C@H](C)[C@@H](CN(C)Cc1ccc(Oc3ccccc3)cc1)O2 | -1
20 | C[C@@H]1CN([C@H](C)CO)C(=O)c2cc(C#Cc3cccc(F)c3)cnc2O[C@H]1CN(C)Cc1ccccn1 | -2
21 | CCO[C@H]1OC(C(=O)N2CCN(Cc3ccc4c(c3)OCO4)CC2)=C[C@@H](c2csc3ccccc23)[C@@H]1CCCO | 0
22 | CC(C)C#Cc1cnc2c(c1)C(=O)N([C@@H](C)CO)C[C@@H](C)[C@@H](CN(C)C(=O)Nc1cc(F)ccc1F)O2 | -4
23 | COc1ccccc1CN(C)C[C@@H]1OCc2ccccc2-c2ccccc2C(=O)N([C@H](C)CO)C[C@@H]1C | -4
24 | C[C@H](CO)N1C[C@H](C)[C@@H](CN(C)S(=O)(=O)c2cn(C)cn2)OCCCC[C@H](C)Oc2ccc(NC(=O)Cc3ccccc3)cc2C1=O | 0
25 | C/C=C/c1ccc2c(c1)O[C@H](CN(C)C(=O)c1ccc3c(c1)OCO3)[C@@H](C)CN([C@H](C)CO)S2(=O)=O | 5
26 | C[C@H]1CN([C@@H](C)CO)C(=O)c2cc(NC(=O)Nc3cccc4ccccc34)ccc2O[C@H]1CN(C)S(=O)(=O)c1cccs1 | 6
27 | C[C@@H]1CCCCO[C@@H](CN(C)C(=O)Nc2ccc(C(F)(F)F)cc2)[C@H](C)CN([C@@H](C)CO)C(=O)c2cc(NC(=O)CCC(F)(F)F)ccc2O1 | -5
28 | C[C@@H]1CN([C@@H](C)CO)C(=O)Cc2cc(NC(=O)c3ccncc3)ccc2O[C@@H]1CN(C)Cc1ccc(C(=O)O)cc1 | i
29 | CCOc1cc(/C=N/NC(=O)CCCCCCC(=O)NO)ccc1O | -3
30 | C[C@H](CO)N1C[C@H](C)[C@H](CN(C)Cc2ccc(-c3ccccc3)cc2)Oc2ccc(NC(=O)Nc3ccc4c(c3)OCO4)cc2CC1=O | 0
31 | C[C@@H]1CCCCO[C@@H](CN(C)C)[C@@H](C)CN([C@H](C)CO)C(=O)c2cc(NS(=O)(=O)c3ccc(Cl)cc3)ccc2O1 | 0
32 | C[C@H](CO)N1C[C@H](C)[C@H](CN(C)C(=O)Nc2cccc3ccccc23)Oc2ccc(NC(=O)c3ccncc3)cc2C1=O | 1
33 | C[C@H](CO)N1C[C@H](C)[C@@H](CN(C)C(=O)NC2CCCCC2)Oc2ccc(NC(=O)Nc3ccccc3)cc2CC1=O | 1
34 | C[C@H]1CN([C@@H](C)CO)C(=O)Cc2cc(NS(C)(=O)=O)ccc2O[C@H]1CN(C)Cc1ccc(Oc2ccccc2)cc1 | -4
35 | C[C@@H]1CN([C@H](C)CO)C(=O)c2cc(NS(=O)(=O)c3ccccc3)ccc2O[C@@H](C)CCCCO[C@@H]1CN(C)C | 7
36 | C[C@H]1CCCCO[C@@H](CN(C)S(=O)(=O)c2cn(C)cn2)[C@@H](C)CN([C@@H](C)CO)C(=O)c2cc(NS(=O)(=O)c3ccc(Cl)cc3)ccc2O1 | -1
37 | Cc1cc(O)cc2c(=O)oc(CC(C)O)cc12 (configuration not stated) | -2
38 | C[C@@H]1CCCCO[C@H](CN(C)Cc2ccc(C(=O)O)cc2)[C@H](C)CN([C@H](C)CO)C(=O)c2cc(NS(=O)(=O)c3ccc(Cl)cc3)ccc2O1 | 1
39 | CCCNC(=O)N(C)C[C@H]1Oc2ncc(-c3ccccc3F)cc2C(=O)N([C@@H](C)CO)C[C@@H]1C | 2
40 | C[C@@H]1CN([C@H](C)CO)C(=O)c2cc(NC(=O)c3ccncc3)ccc2O[C@H]1CN(C)Cc1ccc(-c2ccccc2)cc1 | 2

Laid out differently: results already given
| No. | NSD2 block | Compound |
| --- | --- | --- |
| 30 | 0 | C[C@H](CO)N1C[C@H](C)[C@H](CN(C)Cc2ccc(-c3ccccc3)cc2)Oc2ccc(NC(=O)Nc3ccc4c(c3)OCO4)cc2CC1=O |
| 31 | 0 | C[C@@H]1CCCCO[C@@H](CN(C)C)[C@@H](C)CN([C@H](C)CO)C(=O)c2cc(NS(=O)(=O)c3ccc(Cl)cc3)ccc2O1 |

(list continues)
cpd | SMILES | NSD2 block
41 | CSC(=O)OCC1=C[C@H](O)[C@@H]2C(C(=O)O)=CO[C@@H](OC3OC(CO)C(O)C(O)C3O)[C@H]12 (some centres not stated) | 2
42 | CCCC#Cc1ccc2c(c1)O[C@@H](CN(C)C(=O)c1ccccc1)[C@H](C)CN([C@H](C)CO)S2(=O)=O | -3
43 | COc1ccc(NC(=O)N(C)C[C@H]2OCCCC[C@@H](C)Oc3ccc(NC(=O)C4CCCCC4)cc3C(=O)N([C@@H](C)CO)C[C@H]2C)cc1 | -4
44 | C[C@@H]1CN([C@@H](C)CO)C(=O)Cc2cc(NC(=O)NC3CCCCC3)ccc2O[C@H]1CN(C)S(C)(=O)=O | -7
45 | C[C@@H]1CN([C@H](C)CO)C(=O)CCCn2nncc2CO[C@@H]1CN(C)C(=O)Nc1ccc(C(F)(F)F)cc1 | 1
46 | C[C@@H]1CN([C@@H](C)CO)S(=O)(=O)c2ccc(C#Cc3ccccn3)cc2O[C@@H]1CN(C)CC1CC1 | -3
47 | O=C(C[C@H]1C[C@H]2c3cc(NC(=O)C4CCC4)ccc3O[C@H]2[C@@H](CO)O1)NCc1ccccc1F | -1
48 | CCCNC(=O)N(C)C[C@H]1Oc2ncc(-c3ccccc3)cc2C(=O)N([C@@H](C)CO)C[C@@H]1C | -1
49 | C[C@H](CO)N1C[C@H](C)[C@@H](CN(C)Cc2ccncc2)OCc2cnnn2CCCC1=O | -5
50 | C[C@H](CO)N1C[C@H](C)[C@H](CN(C)C(=O)Nc2cccc3ccccc23)Oc2ccc(NC(=O)CCN3CCOCC3)cc2CC1=O | -7
51 | COc1ccc(NC(=O)Nc2ccc3c(c2)C(=O)N([C@H](C)CO)C[C@H](C)[C@H](CN(C)S(=O)(=O)c2cccs2)OCCCC[C@@H](C)O3)cc1 | 2
52 | C[C@@H]1CCCCO[C@H](CN(C)C(=O)c2ccncc2)[C@H](C)CN([C@@H](C)CO)C(=O)c2cc(NS(C)(=O)=O)ccc2O1 | -1
53 | CCO[C@H]1OC(C(=O)N2CCOCC2)=C[C@@H](C2CCCCC2)[C@@H]1CCCO | -8
54 | C[C@@H]1CN([C@@H](C)CO)C(=O)c2c(c3ccccc3n2C)-c2ccccc2CO[C@@H]1CN(C)CC1CC1 | -5
55 | COc1ccc(CN(C)C[C@@H]2Oc3ccc(NS(=O)(=O)c4cccs4)cc3CC(=O)N([C@H](C)CO)C[C@H]2C)cc1 | 0
56 | COc1ccc([Si](C)(C)[C@@H]2[C@@H](CCn3cc(CCO)nn3)O[C@]3(C(=O)N(C)c4ccccc43)[C@H]2C)cc1 | -1
57 | C[C@H](O)C#Cc1cnc2c(c1)C(=O)N([C@@H](C)CO)C[C@@H](C)[C@@H](CN(C)Cc1ccccn1)O2 | -1
58 | C[C@@H]1CCCCO[C@H](CN(C)C(=O)Cc2ccccc2)[C@H](C)CN([C@@H](C)CO)C(=O)c2cc(NC(=O)c3ccccc3)ccc2O1 | -6
59 | COc1cccc(S(=O)(=O)Nc2ccc3c(c2)[C@H]2C[C@H](CC(=O)NCC(F)(F)F)O[C@H](CO)[C@H]2O3)c1 | -7
60 | Cc1noc(C)c1S(=O)(=O)N(C)C[C@@H]1OCCCC[C@@H](C)Oc2ccc(NS(C)(=O)=O)cc2C(=O)N([C@@H](C)CO)C[C@@H]1C | 10
61 | O=C(C[C@H]1C[C@@H]2c3cc(NC(=O)CC4CC4)ccc3O[C@@H]2[C@@H](CO)O1)NCc1ccc(Cl)cc1 | 1
62 | C[C@H]1CN([C@@H](C)CO)C(=O)c2cc(-c3ccncc3)cnc2O[C@@H]1CN(C)C(=O)Cc1ccccn1 | 3
63 | O=C(C[C@H]1C=C[C@H](NC(=O)c2ccncc2)[C@H](CO)O1)NCCc1ccncc1 | 7
64 | CCC(=O)N(C)C[C@H]1Oc2cc(-c3cccc(C#N)c3)ccc2S(=O)(=O)N([C@H](C)CO)C[C@H]1C | 0
65 | C[C@H](NC(=O)N(C)C[C@@H]1OCc2ccccc2-c2c(n(C)c3ccccc23)C(=O)N([C@H](C)CO)C[C@H]1C)c1ccccc1 | 1
66 | Cc1noc(C)c1S(=O)(=O)N(C)C[C@H]1OCc2ccccc2-c2ccccc2C(=O)N([C@H](C)CO)C[C@H]1C | -8
67 | CNC[C@H]1Oc2cc(C#CCN(C)C)ccc2S(=O)(=O)N([C@@H](C)CO)C[C@H]1C | -6
68 | C[C@H]1CN([C@@H](C)CO)C(=O)c2cc(-c3cccc(C#N)c3)cnc2O[C@@H]1CN(C)C(=O)C1CCOCC1 | 8
69 | CNC[C@@H]1Oc2cc(-c3cccc(C(=O)N(C)C)c3)ccc2S(=O)(=O)N([C@H](C)CO)C[C@H]1C | 2
70 | CC(=O)Oc1cc(C(C)C)c(OCCN(C)C)cc1C | 1
71 | CC(C)NC(=O)N(C)C[C@H]1OCCCC[C@@H](C)Oc2ccc(NC(=O)CCCN(C)C)cc2C(=O)N([C@@H](C)CO)C[C@@H]1C | 3
72 | C[C@@H]1CCCCO[C@@H](CN(C)S(=O)(=O)c2cccs2)[C@@H](C)CN([C@@H](C)CO)C(=O)c2cc(NS(=O)(=O)c3ccc(F)cc3)ccc2O1 | 3
73 | [N-]=[N+]=Nc1ccc(NC(=O)c2ccccc2)cc1 | 0
74 | CC(=O)N[C@@H](C(=O)O[C@H]1CCC(C)(C)[C@@H]2CCC3=C(COC3=O)[C@@]12C)C(C)C | 0
75 | COc1ccc(NC(=O)N(C)C[C@H]2OCCCC[C@@H](C)Oc3ccc(NS(C)(=O)=O)cc3C(=O)N([C@@H](C)CO)C[C@H]2C)cc1 | -5
76 | CC(C)NC(=O)Nc1ccc2c(c1)CC(=O)N([C@@H](C)CO)C[C@@H](C)[C@H](CN(C)S(=O)(=O)c1ccc(F)cc1)O2 | 2
77 | Cc1ccc(S(=O)(=O)N(C)C[C@@H]2OCCCC[C@H](C)Oc3ccc(NC(=O)Nc4cccc5ccccc45)cc3C(=O)N([C@H](C)CO)C[C@H]2C)cc1 | 1
78 | C[C@H]1CN([C@@H](C)CO)C(=O)Cc2cc(NC(=O)Nc3ccc4c(c3)OCO4)ccc2O[C@@H]1CN(C)CC1CCCCC1 | -4

Part of the list above, reformatted.
#72 C[C@@H]1CCCCO[C@@H](CN(C)S(=O)(=O)c2cccs2)[C@@H](C)CN([C@@H](C)CO)C(=O)c2cc(NS(=O)(=O)c3ccc(F)cc3)ccc2O1
  NSD2 block: 3
#62 C[C@H]1CN([C@@H](C)CO)C(=O)c2cc(-c3ccncc3)cnc2O[C@@H]1CN(C)C(=O)Cc1ccccn1
  NSD2 block: 3
#78 C[C@H]1CN([C@@H](C)CO)C(=O)Cc2cc(NC(=O)Nc3ccc4c(c3)OCO4)ccc2O[C@@H]1CN(C)CC1CCCCC1
  NSD2 block: -4
#73 [N-]=[N+]=Nc1ccc(NC(=O)c2ccccc2)cc1
  NSD2 block: 0
